GAA inh = qHTS Assay for Inhibitors of Human alpha-Glucosidase as a Potential Chaperone Treatment of Pompe Disease; Lysosomal alpha-glucosidase (Homo sapiens), P10253; purified human GAA, 4-MU-alpha-glucoside fluorescence; Potency, µM (doses to about 76.9 µM), without a hit: at the highest dose activity change, negative = inhibition, hits mostly inhibitors; 200,000 compounds, 0.005% hits;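 note: potency is the fitted concentration of half-maximal effect; plate controls were uninhibited enzyme wells for no effect and no-enzyme background for full effect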
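AC50 values come from Hill fits of compound titrations (up to 77 uM) against 4 nM human enzyme. Substrate 4-methylumbelliferyl-alpha-D-pyranoside at 400 uM, pH 5.0 citrate buffer, 20 min room temperature; fluorescence Ex 365/Em 440 after alkaline stop.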
HTT ATP protect = qHTS Multiplex Assay to Identify Dual Action Probes in a Cell Model of Huntington: Cytoprotection (ATP); PC12 HTT-Q103 induced, cytoprotection, ATP luminescence, 40 h; Potency, µM (doses to about 56.4 µM), without a hit: cytoprotection (ATP increase), actives largely listed as activators; 230,000 compounds, 0.14% hits; AID 1471, 2008;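 note: potency is the fitted concentration of half-maximal effect; % of control where 0% means no effect; nearly all actives have a fitted effect of over 45% in size; toxic huntingtin expression switched on by the ecdysone agonist tebufenozide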
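Compounds added alongside 100 nM tebufenozide, which induces toxic Q103 huntingtin exon 1-GFP in stable PC12 cells; surviving cells quantified by luminescent ATP measurement. Medium: phenol red-free DMEM, 5% equine and 5% calf serum.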
CBFb RUNX1 block = qHTS Assay for Compounds Blocking the Interaction Between CBF-beta and RUNX1 for the Treatment of Acute Myeloid Leukemia. 230,000 tested, under 10 active. AlphaScreen CBFb-His/RUNX1-biotin binding, biochemical. Potency, µM (titrated, usually from 59.8 µM), for the others: at the highest dose activity, negative = inhibition, hits mostly inhibitors. Runt-related transcription factor 1 (Homo sapiens) + Core-binding factor subunit beta …. AID 1477, 2009; note: % of control where 0% means no effect
Target sequence (Q01196 whole entry, looked up): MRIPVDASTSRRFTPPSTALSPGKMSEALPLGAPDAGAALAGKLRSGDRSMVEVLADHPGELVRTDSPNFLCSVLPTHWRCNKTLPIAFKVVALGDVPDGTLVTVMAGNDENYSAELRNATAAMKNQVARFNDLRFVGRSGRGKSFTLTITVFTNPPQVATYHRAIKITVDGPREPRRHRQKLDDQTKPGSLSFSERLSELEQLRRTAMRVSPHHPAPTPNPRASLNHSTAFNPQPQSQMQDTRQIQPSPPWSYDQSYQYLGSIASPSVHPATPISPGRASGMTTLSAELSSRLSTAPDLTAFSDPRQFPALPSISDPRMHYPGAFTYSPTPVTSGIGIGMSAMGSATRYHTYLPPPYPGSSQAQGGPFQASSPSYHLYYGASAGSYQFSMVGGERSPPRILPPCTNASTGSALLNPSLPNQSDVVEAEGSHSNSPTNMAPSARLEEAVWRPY
Target sequence (Q13951 whole entry, looked up): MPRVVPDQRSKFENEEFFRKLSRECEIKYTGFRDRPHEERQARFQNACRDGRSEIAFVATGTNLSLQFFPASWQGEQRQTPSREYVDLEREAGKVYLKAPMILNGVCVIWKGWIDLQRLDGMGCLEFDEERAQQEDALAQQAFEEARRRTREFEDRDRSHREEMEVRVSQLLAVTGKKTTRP
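CBFb-His/RUNX1-biotin, 30 nM each, preincubated 20 min RT; compound 15 min RT; Ni + streptavidin beads 50 ng each, 90 min RT; AlphaScreen read.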
GAA spleen mod = qHTS Assay for Inhibitors and Activators of Human alpha-Glucosidase From Spleen Homogenate; Lysosomal alpha-glucosidase (Homo sapiens), P10253; human spleen homogenate, 4-MU-alpha-glucoside fluorescence; Potency, µM (series often up to 79.9 µM), without a hit: top-dose activity change, negative = inhibition, most hits filed as inhibitors; 240,000 compounds, 0.006% hits; AID 2112, 2009;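 note: potency is the fitted concentration of half-maximal effect; 0% = enzyme with vehicle and -100% = no enzyme basal signal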
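Enzyme source: human spleen homogenate, 1 ug/well. Buffer 50 mM citric acid/K phosphate pH 5.0, 0.01% Tween-20. 4-MU-alpha-glucoside 1 mM; 37 C x 40 min; NaOH/glycine stop; fluorescence.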
GAA glycogen = qHTS Assay for Inhibitors and Activators of Human alpha-Glucosidase Cleavage of Glycogen; recombinant GAA, glycogen substrate, Amplex Red glucose oxidase fluorescence; Potency, µM (titrated, usually from 76.4 µM), for the others: at the highest dose activity change, negative = inhibition, usual class: inhibitors; 300,000 compounds, 0.38% hits; AID 2100, 2009;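 note: potency is the fitted concentration of half-maximal effect; 0% = full enzyme reaction and -100% = no-enzyme basal signal; the screen sought inhibitors and activators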
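Recombinant enzyme (4 nM final) with compounds titrated up to 77 uM and bovine liver glycogen (30 ug) in citrate pH 5.0, 0.01% Tween-20, 37 C 40 min. Released glucose detected by Amplex Red/glucose oxidase (Ex 573/Em 610); AC50 from Hill fits.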
HttQ103 aggreg = qHTS Multiplex Assay to Identify Dual Action Probes in a Cell Model of Huntington: Aggregate Formation (GFP). AID 1688, 2009. Potency, µM (highest dose often 46.1 µM), for inactives: at the highest dose activity change, negative = inhibition, usual class: inhibitors. PC12 HttQ103-GFP aggregates, Acumen cytometry, 40 h. 220,000 compounds, 1.1% hits; note: potency is the fitted concentration of half-maximal effect; % is set by controls: 0 for no effect and ±100 for the full control effect; nearly all actives have a fitted effect of over 60% in size
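PC12/HTTQ103-GFP, ecdysone-inducible; teb 100 nM; cpd qHTS titration; GFP aggregates read on laser cytometer, Ex 488/Em 500-530 nm.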
Lamin A splicing = qHTS Assay for Modulators of Lamin A Splicing; HeLa LMNA splicing GFP/RFP minigene ratio, 48 h; Potency, µM (series often up to 46.1 µM), without a hit: at the highest dose ratio change, negative = inhibition, most hits filed as inhibitors; 200,000 compounds, 0.01% hits; AID 1487, 2009; active = well fitted inhibition curve with a large enough effect in the signal ratio, with a control signal flat, not every such curve was filed as active; inconclusive = small, poorly fitted or top-dose-only effect, or effect the other way, or a change in a side signal; the % refers to the signal ratio; note: potency is the fitted concentration of half-maximal effect; % is set by controls: 0 for no effect and ±100 for the full control effect
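S3 HeLa cells stably expressing lamin A-EGFP splicing minigene plus DsRed2, 600 cells/well, 48 h compound exposure at 37C. Laser-scanning cytometry; analysed as GFP (500-530 nm)/RFP (575-640 nm) total intensity ratio; 0.5% DMSO vehicle.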
Starred values were filed as active, the others as inactive; ? = inconclusive; / = no result given; [ ] = remark or other dose. Unless noted, calls come from the whole dose curve; as a rule, active = well fitted curve in the direction sought with a large enough effect; inconclusive = small, poorly fitted or top-dose-only effect, or another doubt; inactive = no such curve, though single readings can be large; an effect the other way counts as inactive or inconclusive.

The first 5 records, ahead of the listing:
SMILES	GAA inh	HTT ATP protect	CBFb RUNX1 block	GAA spleen mod	GAA glycogen	HttQ103 aggreg	Lamin A splicing
CCCCCn1c(CCNC(=O)c2cccs2)nc2ccccc21	-8%	-18%	2%	-4%	-11%	1%	4%
CCOC(=O)c1sc(C)c2c(=O)n(Cc3ccc(Cl)cc3)c(C)nc12	5%	-5%	3%	-10%	2%	-9%	3%
CC(=O)Nc1ccc(NC(=O)CSc2ccccn2)cc1	0%	1%[10 µM]	-3%	-9%	-5%	-8%	3%
COc1ccc2c(c1OC)C(=O)OC2Nc1ncccc1C (stereo not drawn)	1%	18%	-6%	-12%	-2%	12%	3%
CCC(=O)NC(Cc1ccccc1)c1ccc2c(c1)OCCCO2 (stereo not drawn)	-4%	/	-3%	0%	-8%	23%	-1%

The list itself, previewed entries included:
SMILES	GAA inh	HTT ATP protect	CBFb RUNX1 block	GAA spleen mod	GAA glycogen	HttQ103 aggreg	Lamin A splicing
CCCCCn1c(CCNC(=O)c2cccs2)nc2ccccc21	-8%	-18%	2%	-4%	-11%	1%	4%
CCOC(=O)c1sc(C)c2c(=O)n(Cc3ccc(Cl)cc3)c(C)nc12	5%	-5%	3%	-10%	2%	-9%	3%
CC(=O)Nc1ccc(NC(=O)CSc2ccccn2)cc1	0%	1%[10 µM]	-3%	-9%	-5%	-8%	3%
COc1ccc2c(c1OC)C(=O)OC2Nc1ncccc1C (stereo not drawn)	1%	18%	-6%	-12%	-2%	12%	3%
CCC(=O)NC(Cc1ccccc1)c1ccc2c(c1)OCCCO2 (stereo not drawn)	-4%	/	-3%	0%	-8%	23%	-1%
COc1cc(/C=N/NC(=O)COc2cc(C)cc(C)c2)ccc1OS(=O)(=O)c1ccc(C)cc1	-2%	20%[10 µM]	-7%	2%	6%	-12%	?
Cn1c(SCc2ccc(C(C)(C)C)cc2)nnc1C1COc2ccccc2O1 (stereo not drawn)	-11%	19%[10 µM]	11%	-6%	-8%	13%[9.22 µM]	?
CCN(CC)Cc1cc(C(C)=O)ccc1OCC(C)C	-14%	-28%	12%	-17%	17%	-17%	3%
COc1ccc(CNC(=O)c2cccc(C)c2[N+](=O)[O-])cc1	0%	/	1%	6%	1%	5%	?
COc1ccc(N(CCC#N)C(=O)/C(C#N)=C/c2cccs2)cc1	5%	-8%	-5%	0%	-4%	16%	10%[46 µM]
COc1cc(OC)cc(C(=O)NCc2cc(C)nc3ccccc23)c1	9%	-49%	2%	-15%	-7%	-10%[9.22 µM]	/
CCN(CC)S(=O)(=O)c1cccc(NN=c2c(=O)c3ccccc3c2=O)c1	/	7%[10 µM]	5%	-6%	3%	-7%[9.22 µM]	/
Cc1ccc(S(=O)(=O)NCC(C)NS(C)(=O)=O)cc1 (stereo not drawn)	-3%	8%	-2%	-5%	-27%	5%	0%
CC(C)Oc1ccc(NC(=O)C2CCCNC2=O)cc1 (stereo not drawn)	-3%	-27%	-2%	3%	10%	9%	6%
O=C(O)/C=C/c1ccc(S(=O)(=O)Nc2ccc(OCc3ccccc3)cc2)cc1	/	-18%[10 µM]	4%	-6%	0%	17%[9.22 µM]	/
CCCC(=O)Nc1cc(C)c2c(=O)oc3ccccc3c2n1	/	-15%	8%	0%	-3%	33%[9.22 µM]	/
CCCCNC(=O)NNc1nc(Cl)cc(C)c1C#N	-6%	-27%	8%	/	-13%	-18%	25%[46 µM]
CCCCP(=O)(c1ccccn1)c1ccccn1	-3%	3%[10 µM]	5%	-5%	4%	-2%	6%
CC(=O)NCC(=O)OCC(=O)Nc1nc(-c2ccccc2)cs1	1%	11%[10 µM]	19%	-2%	3%	16%	2%[46 µM]
Cc1nn(Cc2ccc(F)cc2)c(C)c1NC(=O)c1cc(-c2ccco2)on1	-8%	-4%	-18%	-6%	0%	-8%	5%
COc1cc(C2=NC(CO)(CO)CO2)cc(OC)c1OC	4%	1%[10 µM]	10%	-5%	14%	14%[9.22 µM]	0%[46 µM]
N/C(=N\OC(=O)Cc1cccs1)c1cccc([N+](=O)[O-])c1	2%	13%[10 µM]	-21%	14%	-5%	5%	7%
O=C(Cn1c(C(F)(F)F)nc2ccccc21)c1ccc(Br)cc1	-5%	-1%	8%	-21%	2%	-24%	7%
O=C(NC12CC3CC(CC(C3)C1)C2)c1ccc(-c2ccccc2Cl)o1	?	-53%[inhibitor]	3%	-19%	4%	?	?
C=CCNC(=S)N1CCN(CCNC2=CC(=O)CC(C)(C)C2)CC1	/	13%[10 µM]	3%	-9%	3%	-6%[9.22 µM]	/
CC1CC(C)(C)NC(=S)N1CCCC(=O)N1CCN(c2ccccc2F)CC1 (stereo not drawn)	-7%	25%[10 µM]	5%	-5%	13%	12%	-11%
CCOc1ccc(Nc2nc(N)nc(CCl)n2)cc1	/	-20%[10 µM]	-19%	2%	3%	?	/
O=C(Cn1nnc(-c2ccccc2F)n1)NCCc1ccccc1	-5%	-24%	0%	6%	5%	-15%	7%
O=C1c2ccccc2C(=O)N1CCSc1nc2ccccc2c(=O)n1CCCN1CCOCC1	?	-24%	25%	5%	-5%	-7%	-6%[46 µM]
O=C(NCc1cccs1)[C@@H]1CSC2c3ccccc3C(=O)N21 (stereo partly drawn)	0%	13%	5%	-2%	-9%	3%	0%
Cc1csc(NC(=O)c2ccc(C(=O)Nc3nc(C)cs3)cc2)n1	-4%	8%[10 µM]	10%	5%	5%	19%[9.22 µM]	/
CC(=O)Nc1ccc(S(=O)(=O)NCc2csc(C)n2)cc1	-1%	21%[10 µM]	6%	-3%	1%	-12%	-4%
O=C(Cn1nc(CNc2ccc(Cl)cc2)[n+]2c1CCCCC2)c1ccc(Cl)cc1	5%	10%[10 µM]	-3%	-3%	6%	-2%	?
Cc1cc(NC(=O)NN2CCOCC2)nn1-c1c(Cl)cccc1Cl	-15%[15.4 µM]	42%[10 µM]	1%	-1%	7%	23%[9.22 µM]	/
Cc1ccc(C(C)C)c(OCCCN(C)Cc2ccccc2)c1	-6%	22%[10 µM]	-2%	-8%	-2%	5%	5%
S=C(NCc1cccnc1)Nc1cccc(Cl)c1	-4%	9%	1%	-4%	-6%	10%	2%[0.0737 µM]
CCN(CC)S(=O)(=O)c1ccc(NC(=O)CN(c2ccc(OC)cc2OC)S(C)(=O)=O)cc1	-12%	5%[10 µM]	13%	-10%	4%	?	9%
OCc1cn(-c2ccccc2)nn1	0%	-14%[10 µM]	-4%	6%	2%	-1%	2%[46 µM]
O=C1C(Cl)=C(NCC2CCCO2)C(=O)N1CCc1ccccc1 (stereo not drawn)	-6%	21%[10 µM]	23%	-7%	-2%	?	?
COCCCn1c(SCc2nnc(-c3ccc(OC)c(OC)c3)o2)nc2ccccc2c1=O	2%	4%[10 µM]	-3%	-8%	-4%	18%	?
Cc1ccc(S(=O)(=O)Nc2nc3ccc(S(=O)(=O)N4CCCC4)cc3s2)cc1	-5%	-4%	4%	-8%	1%	3%	9%
Cc1cc(C(=O)NNC(=O)C2CCCC2)c(C)o1	-8%	5%[10 µM]	1%	-5%	4%	6%	-1%[46 µM]
COc1ccc(NC(=O)CN(c2ccc(C(C)C)cc2)S(=O)(=O)c2c(C)noc2C)cc1OC	0%	-17%[10 µM]	-1%	-13%	-7%	11%	-16%
Cc1ccc(N2CC(O)=C(c3nc4ccccc4c(=O)[nH]3)C2=N)cc1C	?	-16%[10 µM]	-7%	4%	?	-3%[9.22 µM]	?
COc1ccc(-c2nc3ccccc3c(=O)n2CCOc2ccccc2C)cc1	5%	-1%[10 µM]	3%	-1%	-1%	15%	?
N#Cc1c(-c2ccc(Cl)cc2)ccn2nc(CCC(=O)O)nc12	-5%	1%	1%	6%	-1%	10%	?
CCOc1ccc(N(CC(=O)O)S(=O)(=O)c2ccc(OC)c(OC)c2)cc1	-16%	-11%	4%	-4%	2%	14%	-4%
Cc1c(NC(=O)C(C)OC(=O)c2cc(-c3cccc4ccccc34)nc3ccccc23)c(=O)n(-c2ccccc2)n1C (stereo not drawn)	-4%	-1%[10 µM]	2%	-7%	12%	-11%	-27%

As entered above.
OCc1cn(-c2ccccc2)nn1 in GAA inh reads 0%
COc1ccc(NC(=O)CN(c2ccc(C(C)C)cc2)S(=O)(=O)c2c(C)noc2C)cc1OC in CBFb RUNX1 block reads -1%

Additional entries follow:
SMILES	GAA inh	HTT ATP protect	CBFb RUNX1 block	GAA spleen mod	GAA glycogen	HttQ103 aggreg	Lamin A splicing
Cc1cc(CNCc2c(C(=O)N(C)Cc3ccccc3)nc3ccccn23)nn1C	13%	0%[10 µM]	3%	0%	-15%	-13%[9.22 µM]	10%[46 µM]
CCCSc1nc2c(c(=O)n(C)c(=O)n2C)n1Cc1ccc(C)cc1	-4%	-1%[0.074 µM]	-1%	4%	-3%	-19%	?
N#CC1=C(N)Oc2cc3ccccc3cc2C1c1cccs1 (stereo not drawn)	-3%	-58%[inhibitor]	-7%	3%	-3%	20%	?
CC(C)(C)S(=O)(=O)/C(C#N)=N/Nc1ccc(Cl)cc1	-3%	-13%[10 µM]	-26%	-5%	-9%	11µM*	/

Screening data deposited in PubChem by National Center for Advancing Translational Sciences (NCATS).
